Bioassay records: PubChem, several laboratories
NADH coupling – inhibitors of PK/LDH coupling enzymes, profiling panel, artefact control, biochemical, MLSMR library; coupled PK/LDH NADH assays, four targets; IC50, µM (top dose mostly 10 µM), without a hit: at the top dose inhibition; actives 0.02% (n = 65,000); AID 774, 2007;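 active means single-dose screening hits from any of four coupled enzyme assays that gave an IC50 when retested across doses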;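 further: the DPM-DC format reads NADH fluorescence rather than 340 nm absorbance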
SF-1 act – activators of human SF-1, primary screen, cell-based, CHO-K1, Gal4-SF-1 LBD, luciferase luminescence; Steroidogenic factor 1 (Homo sapiens), Q13285; CHO-K1 Gal4-SF-1 LBD luciferase reporter; % increase over DMSO SF-1-specific signal; activation, % at 10 µM; actives 1.9% (n = 65,000); AID 522, 2006;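 active means activation above the mean activation of all tested compounds plus 3 SD, cut at about 50% in these data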
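Material: Gal4–SF-1 LBD one-hybrid luciferase reporter in CHO-K1 cells | Amount: 4,000 cells per well | Compound dosing: 10 µM single point, 1% DMSO | Schedule: 20 h compound treatment, 37 °C | Measured by: SteadyLite luciferase luminescence | Evaluation: Percent activation versus DMSO | Control set: DMSO-treated SF-1-transfected cells as negative, DMSO-treated mock-transfected cells lacking SF-1 as background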
RORa activator – activators of orphan receptor RORA, primary screen, cell-based, luminescence | CHO-K1 Gal4-RORA LBD luciferase reporter; percent increase over mock-subtracted basal signal | actives 1.5% (n = 65,000) | activation, % at 10 µM | Nuclear receptor ROR-alpha (Homo sapiens), P35398;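 active means activation above the mean of all tested compounds plus 3 SD, cut at about 49% in these data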;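 further: 0% = DMSO-treated RORA cells and 100% = added signal equal to DMSO minus mock-transfected cells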
HTR1A agonist – human 5-HT1a receptor agonists, primary screen, cell-based, CHO, Ga15 NFAT-bla reporter. activation, % at 10 µM. AID 567, 2006. actives 0.56% (n = 65,000). CHO 5-HT1a Ga15 NFAT-bla reporter, FRET ratio; 0% basal, 100% maximal reference agonist. 5-hydroxytryptamine receptor 1A (Homo sapiens), P08908;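 active means activation above the screen-wide mean activation plus 3 SD, cut at about 19% in these data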;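 further: 0% = DMSO wells and 100% = 5-CT at EC100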
5HT1E antag – 5-HT1E receptor antagonists, primary screen, cell-based, HTS. 5-hydroxytryptamine receptor 1E (Homo sapiens), P28566. CHO 5-HT1E Ga15 NFAT-bla reporter, FRET, antagonist. inhibition, % at 6 µM. actives 0.99% (n = 65,000);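 active means inhibition above a set limit, the mean inhibition across every tested compound plus 3 SD, cut at about 29% in these data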;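 further: signal is the 460 over 535 nm emission ratio of beta-lactamase substrate; 0% = agonist plus DMSO wells and 100% = wells without agonist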
MMP13 inh – human MMP13 inhibitors, primary screen, biochemical, FRET peptide cleavage | inhibition, % at 4 µM | MMP-13 fTHP FRET cleavage, Mca fluorescence | Collagenase 3 (Homo sapiens), P45452 | actives 0.07% (n = 65,000);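 active means inhibition above the mean of compound-free control plate wells plus 3 SD, cut at about 14% in these data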;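 further: 0% = DMSO wells and 100% = wells with reference MMP-13 inhibitor after basal subtraction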
tolC growth inh – growth inhibitors of E. coli tolC mutant, primary screen, strain BW25113 ΔtolC::kan, 384-well. OD615. growth inhibition, % at 10 µM (by protocol). actives 2.2% (n = 65,000). AID 573, 2007;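 active means growth inhibition at or above a cutoff equal to the mean over every tested compound plus 3 SD, cut at about 60% in these data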;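 further: growth measured after 20 h incubation at 37 °C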
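Material: E. coli BW25113 ΔtolC::kan, tolC deletion mutant strain. Measure: percent growth inhibition. Schedule: 37 °C, 20 h exposure. Doses: single-point testing at 10 µM. Signal: A615 absorbance measurement. Buffer or medium: kanamycin-containing LB broth (50 µg/mL).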
5HT1E ag – 5-HT1E receptor agonists, primary screen, cell-based, HTS; 5-hydroxytryptamine receptor 1E (Homo sapiens), P28566; CHO 5-HT1E Ga15 NFAT-bla reporter, FRET; 0% DMSO wells, 100% control agonist wells; activation, % at 6 µM; actives 0.69% (n = 65,000); AID 574, 2007;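 active means activation above a set limit, the screen-wide mean activation plus 3 SD, cut at about 8.5% in these data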;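 further: 100% = positive control agonist at 1 µM giving full maximal response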
5HT1a antag – human 5-HT1a receptor antagonists, primary screen, cell-based, CHO, Ga15 NFAT-bla reporter; actives 0.68% (n = 62,000); inhibition, % at 10 µM; 5-hydroxytryptamine receptor 1A (Homo sapiens), P08908; CHO 5-HT1a Ga15 NFAT-bla reporter, antagonist mode;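 active means inhibition above the mean of all tested compounds plus 3 SD, cut at about 43% in these data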;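 further: receptor stimulated by 5-CT agonist at 100 nM near EC80; beta-lactamase reporter measured by ratiometric fluorescence of a cleavable substrate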
The depositor's hits bear a star; x = no result given; & = joins results of further samples; [ ] = dose if it differs, or a comment. Random draw from the library (roughly 7.2% active in at least one column).

Molecule | NADH coupling | SF-1 act | RORa activator | HTR1A agonist | 5HT1E antag | MMP13 inh | tolC growth inh | 5HT1E ag | 5HT1a antag
COc1ccc(N2CCN(Cc3nc(N)nc(N4CCCc5ccccc54)n3)CC2)cc1 | 3% | -9 | -9 | 1.2 | -1 | 2 | 35 | -0.6 | -3
COc1ccccc1NC(=O)c1ccc(Br)o1 | 3% | -1 | -14 | -2.6 | 0 | 2 | 14 | -0.2 | 15
Nc1cc(=O)[nH]c(SCCNS(=O)(=O)c2ccccc2)n1 | 8% | 8 | 2 | 0.2 | -2 | 3 | -22 | -0.9 | -2
O=C(c1ccc(Cl)s1)N1CCN(c2nc3ccccc3s2)CC1 | 2% | -20 | -6 | -1.6 | 0 | 0 | 21 | -0.9 | -5
COc1ccc(CCNS(=O)(=O)c2cccc(F)c2)cc1OC | 3% | 9 | 0 | 1.0 | 4 | -1 | 10 | -0.3 | -8
Cc1nnc2n(CCc3ccccc3)c(=O)c3c4c(sc3n12)CCCC4 | 2% | -8 | -12 | -1.4 | 5 | 4 | 2 | -0.1 | -18
COc1ccc(CCNC(=O)CSc2nc(-c3ccco3)cc(C(F)(F)F)n2)cc1 | 7% | 3 | -23 | -2.1 | -1 | 5 | 3 | -0.2 | 9
CC[C@]1(O)CC2CN(CCc3c([nH]c4ccccc34)[C@@](C(=O)OC)(c3cc4c(cc3OC)N(C=O)[C@H]3[C@@](O)(C(=O)OC)[C@H](OC(C)=O)[C@]5(CC)C=CCN6CC[C@]43[C@@H]65)C2)C1 (some centres undefined) | 1% | -74 | -54 | -3.0 | 72* | 1 | 1 | 0.0 | x
Cc1ccc(NC(=O)CSc2nc3ccccc3c(=O)n2CCCC(=O)N2CCCC2)cc1 | 6% | 27 | -1 | -2.4 | -1 | 2 | 11 | 0.4 | -9
O=C(CSc1nnc(-c2ccccc2)o1)c1ccc2c(c1)OCCO2 | 7% | -7 | -1 | -1.0 | -7 | -12 | -2 | -0.1 | 6
COC(=O)c1ccc(S(=O)(=O)N2CCCCCC2)cc1 | 8% | 25 | -1 | 1.1 | 3 | -2 | -5 | -0.6 | -6
O=C(NC1CCCCCCC1)c1ccco1 | 9% | 10 | 24 | 12 | 6 | -3 | 3 | 0.6 | 1
COc1cc(NS(=O)(=O)c2ccc(N)cc2)ncn1 | 3%&2% | -9&1 | -17&-24 | 0.3&-1.2 | -12&-11 | 1&-9 | 0&9 | 5.5&-0.1 | x
Cn1c(SCc2ccc(C#N)cc2)nnc1-c1cccc(Cl)c1 | 5% | 6 | -3 | 0.8 | 6 | -1 | 5 | 1.1 | 4
CCc1nnc(SCc2ccc(CSc3nnc(CC)n3N)cc2)n1N | 7% | 1 | -17 | -0.9 | 9 | 1 | -5 | 0.1 | -4
Cc1cccc(Nc2nc(N)nc(CN3CCC(C)CC3)n2)c1C | 8% | -7 | -7 | -1.9 | 12 | 2 | 8 | -0.5 | 16
O=C(Nc1ccc2oc(-c3ccc(F)cc3)nc2c1)c1ccccc1F | 9% | 5 | 25 | 1.5 | 1 | -1 | -2 | -0.4 | -7
COc1ccc(-c2nc(CS(=O)CC(=O)NCc3ccco3)c(C)o2)cc1 (centres undefined) | 4% | -24 | 13 | -1.8 | 5 | -9 | 1 | -0.2 | 28
OC(COc1cccc(OCC(O)CN2CCOCC2)c1)CN1CCOCC1 (centres undefined) | 2%&10% | 9 | -11 | -1.9 | -10 | 1 | -14&-3 | 0.0 | -3
Cc1nccc2[nH]c(=O)c(C(=O)NCCCN(C)C3CCCCC3)cc12 | 4% | 1 | -5 | -2.5 | -1 | 0 | -24 | 0.6 | -16
CC(C)Sc1ncnc2c1oc1ccccc12 | 5% | 1 | -20 | -1.9 | 7 | -2 | -2 | -0.5 | 2
COc1cc(S(=O)(=O)n2c(C)nc3ccccc32)ccc1F | 0% | 27 | 16 | 3.4 | -4 | 2 | -14 | 0.3 | -5
CCC(=O)NCCc1cc2cc(C)c(C)cc2[nH]c1=O | 9% | -2 | 1 | 224* | -1 | -8 | -1 | 0.2 | 1
FC(F)(F)Oc1ccc(Nc2nc3ccccc3o2)cc1 | 6% | 39 | 71* | -2.2 | 11 | -5 | 21 | -0.4 | 13
CCOc1ccccc1OCCCCN1CCCC1 | 9% | -7 | -10 | 0.5 | 7 | 4 | -10 | 1.4 | 10
Cc1ccc(-c2sc(C)nc2CC(=O)O)cc1 | 4% | 0 | 0 | -1.6 | -11 | -1 | -44 | -0.2 | -52
COC(=O)c1cc(-c2c(C)oc3cc(OC(C)C)ccc3c2=O)c(C)o1 | 9% | -22 | -12 | 1.5 | 1 | 3 | 1 | 0.3 | 6
Cc1ccc(NC(=O)C2C3C=CC4(CN(Cc5cccnc5)C(=O)C24)O3)cc1F (centres undefined) | 3% | -1 | 6 | 0.6 | 0 | 6 | -3 | -0.2 | 3
CCOC(=O)c1cc2sccc2n1CC(=O)N1CCc2ccccc21 | 5% | -20 | -25 | -0.6 | 44* | 4 | -5 | 0.8 | 25
CC(C)C(=O)Nc1cc(C(F)(F)F)ccc1N1CCOCC1 | 2% | 0 | -39 | -0.5 | 12 | 1 | 9 | -0.1 | 1
CCOC(=O)c1cnc(-c2cccc(OC)c2)[nH]c1=O | 5% | 8 | 13 | 1.2 | -3 | -1 | 2 | 1.1 | -2
CCn1c(CSc2nncn2-c2ccc(OC)cc2)nc2cc(S(=O)(=O)N(C)C)ccc21 | 6% | 10 | 3 | -2.6 | 3 | 4 | -4 | 0.1 | 0
CCc1nc(SCc2ccc(C(=O)OC)o2)c2c(=O)n(C)c(=O)n(C)c2n1 | 2% | 8 | -2 | 1.2 | 16 | 0 | 8 | 0.6 | -5
O=C(CN(Cc1ccccc1Cl)C(=O)Cn1nnc(-c2cccs2)n1)NCC1CCCO1 (centres undefined) | 2% | -9 | -16 | -1.8 | -5 | 6 | 13 | 0.0 | 13
CCOC(=O)CNC(=O)CSc1nnc(-c2ccccc2)n1Cc1ccco1 | 5% | -8 | -19 | -0.2 | 1 | -1 | -6 | 0.3 | -4
Fc1ccc(-c2cc(C(F)(F)F)nc(NCC3CCCO3)n2)cc1 (centres undefined) | 2% | -15 | -2 | 3.1 | -3 | -2 | 100* | -0.7 | -17
O=C(Nc1nc(-c2ccc(Cl)s2)cs1)c1ccncc1 | 4% | -63 | -25 | -5.2 | 4 | 1 | -4 | 0.5 | 21
Cn1c(=O)c2c(nc(CN3CCN(c4ccccc4F)CC3)n2CCN2CCOCC2)n(C)c1=O | 1% | -15 | -10 | 0.6 | 3 | -13 | x | 0.5 | -8
Cc1cc(C)n(C(=O)COc2c(C)cccc2C)n1 | 2% | -7 | -15 | -4.7 | -7 | 5 | -5 | -0.2 | 8
O=C(c1ccco1)N1CCN(c2cc(=O)n(C3CCCCC3)c(=O)[nH]2)CC1 | 7% | -3 | -12 | -0.2 | 8 | 1 | -25 | 1.0 | 2
CCN(CC)S(=O)(=O)c1ccc(F)c(C(=O)NCCC(C)C)c1 | 3% | -6 | -3 | -1.5 | -11 | -10 | 2 | -0.3 | 5
O=C(COc1ccccc1)Nc1nc(-c2cccs2)cs1 | 5% | 1 | -8 | -1.3 | -3 | -2 | 11 | 0.3 | -17
O=C1CCCC/C1=C/Nc1ccc2c(c1)OCO2 | 2% | 42 | 26 | -0.4 | -1 | -14 | -1 | 1.0 | 2
Cc1onc(-c2ccccc2Cl)c1C(=O)N1CCN(C/C=C/c2ccccc2)CC1 | 1% | -8 | -20 | -0.5 | -11 | -3 | 2 | 1.8 | -5
O=C(c1ccc2c(=O)n(CC3CCCO3)c(=S)[nH]c2c1)N1CCN(c2ccccc2)CC1 (centres undefined) | 6% | -9 | 1 | 2.1 | -13 | 3 | 35 | 0.9 | -11
CC(=O)n1c2ccccc2c2c(C#N)c(N3CCCCC3)sc21 | 0% | 51* | -1 | -2.8 | -3 | 7 | -11 | 0.3 | 8
CCSC1=N/C(=C\c2ccc3c(c2)OCO3)C(=O)S1 | 2% | 12 | -8 | -1.6 | -5 | 4 | 0 | -1.0 | -2
O=C(c1cnn(-c2ccccc2)c1-n1cccc1)N1CCN(C2CCCCC2)CC1 | 5% | -6 | 21 | -4.3 | -1 | 6 | -4 | 0.9 | 5
Cc1ccc(NC(=O)c2cc(-c3ccco3)on2)cc1 | 5% | -6 | -9 | -3.8 | -5 | 5 | -9 | -0.3 | -6
C=CCc1c(C)nc(SC)nc1Nc1ccc(C(C)=O)cc1 | 7% | 14 | 18 | -0.8 | -7 | -6 | 22 | -0.3 | 6
COCCn1c(-c2ccc(-c3ccccc3Cl)o2)nc2c1c(=O)[nH]c(=O)n2CC(C)C | 13%[fluoresces] | -7 | 19 | -0.2 | 0 | -46 | -15 | 1.2 | -11
CCOC(=O)CNC(=O)CNC(=O)c1ccc(OCC(C)C)cc1 | 2% | 6 | -8 | 2.1 | -5 | 3 | 13 | 0.1 | x
CCCCn1c(=O)[nH]c(=O)c2c1nc(-c1ccncc1)n2CCOC | 5% | -5 | -6 | 270* | -6 | -24 | -11 | 0.0 | -2
CN1CCN(CC#CC(C)(O)C2CC3C=CC2C3)CC1 (centres undefined) | 2% | 9 | 8 | 0.7 | -5 | 6 | 2 | 0.3 | -5
Cc1[nH]c(=S)n(CC2CCCO2)c1C (centres undefined) | 5% | -10 | -20 | -2.8 | 3 | 3 | 11 | 0.7 | 6
O=C1CCCc2c1nc(-c1ccco1)n2O | 5%[fluoresces] | -3 | -3 | -1.7 | 9 | -18 | -11 | -1.1 | 16
CCN1CCN(C(c2cccs2)C(C)NC(=O)c2ccccc2F)CC1 (centres undefined) | 7% | 8 | -7 | -4.0 | -6 | -2 | -16 | 0.4 | 2
O=C(Nc1cccc(Oc2ccc3c(c2)C(=O)NC3=O)c1)c1ccco1 | 3% | -21 | -7 | 0.3 | -7 | 6 | 28 | -0.9 | 10
CCCC(c1nnnn1Cc1ccc(OC)cc1)N1CCC(C(N)=O)CC1 (centres undefined) | 4% | 19 | -1 | -1.4 | 14 | 3 | -14 | 0.2 | 0
OCCCNC(c1ccccc1)c1ccc(O)cc1 (centres undefined) | 6% | 6 | -25 | -2.4 | -2 | -7 | 2 | -0.7 | 9
